Screening data from PubChem.
S3 lipid droplet = qHTS Assay for Lipid Storage Modulators in Drosophila S3 Cells; 320,000 compounds, 0.64% hits; lipid storage change, negative = inhibition, % at the top dose, mostly 46.1 µM; hits show Potency in µM; AID 2685; Drosophila S3 cells, BODIPY lipid droplet fluorescence, 18-24 h; cells fed with added oleic acid; active means well fitted inhibition curve with a large enough effect in the signal ratio, with a control signal flat, not every such curve was filed as active; inconclusive means small, poorly fitted or top-dose-only effect, or effect the other way, or a change in a side signal; the % refers to the signal ratio
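Drosophila S3 cells got compounds at several concentrations plus oleic acid (400 uM solution). Laser-scanning cytometry with 488 nm excitation read lipid droplets at 500-530 nm and cells at 575-640 nm. Percent activity was relative to 20 uM Triacsin C.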
S3 lipid droplet cell count max = second read-out of S3 lipid droplet, no call of its own (marks repeat the call); cell number change, %; measured here: cell count max response;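 cells counted by Cell Tracker Red CMTPX staining in the red channel; peak over a dose series mostly up to 46.1 µM; percent activity relative to internal control wells on each plate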
Active calls of the source: *; i = inactive; ? = inconclusive; . = no result given. On the % scale 0 is the no-effect control and ±100 the full control effect; potency means the concentration at half of the fitted maximal effect. Some of the compounds tested; the hit share may differ from the screen's.

SMILES	S3 lipid droplet	S3 lipid droplet cell count max
O=c1[nH]c(=O)n(Cc2ccccc2)c2nc(-c3ccc(Oc4ccc(F)cc4)c([N+](=O)[O-])c3)n(CCO)c12	?	.
Cc1ccccc1NC(=O)n1ncc2cc(Cl)ccc21	?	.
Cc1cccc(C(=O)NCC(=O)OCC(=O)N2CCN(S(=O)(=O)c3ccc(C)cc3C)CC2)c1	2%	5
O=[N+]([O-])c1ccccc1/C=C/C=N/n1c(-c2ccco2)n[nH]c1=S	0%	-6
CCc1ccc(NC(=O)c2ccc(OC)c([N+](=O)[O-])c2)cc1	25%	20
C=CCSc1nnc(N2C(=O)C(O)=C(C(=O)c3ccco3)C2c2ccc(F)cc2)s1 (stereo unspecified)	-13%	.
COCCCNC(=O)CC(=O)N/N=C\c1ccc(SC)cc1	5%	5
C=CCn1c(SCC(=O)Nc2ccc(F)cc2)nc2cc(C(=O)O)ccc2c1=O	?	.
Cc1ccccc1NC1=NS(=O)(=O)c2ccccc21	?	.
O=c1oc2c(CN3CCOCC3)c(O)ccc2c2c1CCCC2	?	.
O=C(/C=C/c1ccccc1[N+](=O)[O-])NCCCN1CCCC1=O	?	.
COC(=O)c1ccc(NC(=S)NCCc2cccc(C)c2)cc1	i	.
Cc1ccc(NC(=S)NCCCN2CCOCC2)cc1C	3%	-4
CCCCn1c(N)c(N(CC(C)C)C(=O)Cn2c(=O)cnc3ccccc32)c(=O)[nH]c1=O	?	.
CC(C)(C)OC(=O)N1CCC(c2c(C(=O)O)cnn2-c2ccc(Cl)cc2)CC1	?	.
CCc1ccccc1NC(=O)COC(=O)c1c(C)nsc1NC	?	.
Oc1cc(Cl)cc(Cl)c1Cl	12%	23
CCOc1ccc(-c2nnc(-c3ccncc3)o2)cc1	-25%	1
CC(C)n1cc(CN2CCN(C)C(CCO)C2)c2ccccc21 (stereo unspecified)	25%	19
Cc1ccc(-n2c(SCC(N)=O)nnc2-c2cccnc2)c(C)c1	?	.
COc1cccc(-n2c(Cc3cc(=O)[nH]c(=O)[nH]3)nnc2SCC(=O)N2CCCCC2)c1	-8%	-7
CCCCc1nn(-c2cc(Cl)ccc2OC)c2c1C(=O)CCC2	1%	1
Cc1ccccc1-n1c(C)n[nH]c1=S	3%	1
CC(C)C(NC(=O)Nc1ccccc1)C(=O)Nc1cccc(S(=O)(=O)N(C)C)c1 (stereo unspecified)	6%	7
COC(=O)c1ccc(NCCc2csc(-c3ccc(C)cc3)n2)c([N+](=O)[O-])c1	?	.
COc1ccc(C[C@H]2CN3C(=NC[C@H]3C)N2CCNC(=O)CCC2CCCCC2)cc1	10%	5
CCOC(=O)C1=C(N)Oc2c(oc(CO)cc2=O)C1c1ccccc1 (stereo unspecified)	?	.
CCOc1ccccc1NC(=O)C1C2CCC(O2)C1C(=O)O (stereo unspecified)	i	.
CN(C)/C=C(\C#N)C(=O)Nc1ccc(F)cc1	24%	-6
CN(C)C=NC(=O)c1cc(C(=O)c2ccccc2Cl)c[nH]1	?	.
CCOC(=O)C1=C(C)N=C2SC(C)C(=O)N2C1c1ccc(OCC)c(OCC)c1 (stereo unspecified)	?	.
Cc1cc2cc(CN(CCN(C)C)C(=S)NCc3ccco3)c(=O)[nH]c2cc1C	2%	-12
COc1ccc(NC(=O)c2ccc(-n3cnnn3)cc2)c([N+](=O)[O-])c1	?	.
O=C(c1cc([N+](=O)[O-])ccc1N1CCOCC1)N1CCOCC1	?	.
CCOc1cc(S(=O)(=O)N2CCN(S(=O)(=O)CC)CC2)c(OCC)cc1-n1cnnn1	?	.
O=C(Cn1nnc(-c2ccccc2-n2cnnn2)n1)N1CCCCC1	18%	-5
Cc1csc(NC(=O)NC2(C(F)(F)F)Oc3ccccc3O2)n1	?	.
COc1cc(OC)cc(OCC(O)Cn2ccnc2)c1 (stereo unspecified)	?	.
CCCn1c(N2CCN(C(=O)/C=C/C(=O)O)CC2)nc2ccccc21	?	.
O=C(c1cn(-c2ccc(Cl)c(Cl)c2)nn1)C1CC1	-33%	-19
O=C1c2ccccc2C(=O)N1CCOc1ccccc1Br	5%	10
Cc1ccsc1C(=O)OCC(=O)N1CC(=O)Nc2ccccc21	12%	0
CCc1nnc(NC(=O)C2CCCN(S(=O)(=O)c3ccc(OC)cc3)C2)s1 (stereo unspecified)	?	.
O=C(CCC(=O)N(CC(=O)NC1CCCCC1)Cc1ccccc1)Nc1nccs1	?	.
CS(=O)c1ccccc1O (stereo unspecified)	?	.
COc1ccc(S(=O)(=O)N2CCOC2CNC(=O)C(=O)NCc2ccccc2Cl)cc1 (stereo unspecified)	15%	-12
O=C(Nc1ccc(Cl)c(C(F)(F)F)c1)c1ccco1	i	-26
COc1cc(CCC(=O)OCC(=O)N2CCc3ccccc32)cc(OC)c1OC	15%	1
O=C(NCc1ccccc1)C(c1ccc(O)cc1)N(C(=O)c1cnccn1)c1ccccc1 (stereo unspecified)	?	.
Cc1ccnc(Nc2nc(-c3ccc(O)cc3O)cs2)c1	?	.
COCc1nnc(N)s1	?	.
N#Cc1ccccc1CN1C(=O)NC(Cc2c[nH]c3ccccc23)C1=O (stereo unspecified)	?	.
O=C(NCC1CCCO1)C1CCCN(S(=O)(=O)c2cc(Cl)ccc2Cl)C1 (stereo unspecified)	?	.
CN(Cc1cccs1)C(=O)C1CC(=O)N(Cc2ccccc2)C1 (stereo unspecified)	?	.
CCC(=O)NCC(c1cccs1)N1CCOCC1 (stereo unspecified)	?	.
O=C1CCCN2N=C(SCC(=O)Nc3cccc(Cl)c3)SC2=N1	?	.
Cc1c(C(=O)NCCSCc2ccccc2Cl)cccc1[N+](=O)[O-]	i	.
O=C(NCCc1nc2ccccc2[nH]1)c1ccco1	3%	-3
COc1ccc(NC(=O)CN(C)C(=O)C2=COCCO2)cc1	?	.
Cc1oc(C(C)(C)C)cc1C(=O)Nc1cccc(/C=C/C(=O)O)c1	17%	-9

Compound profiles (already shown). Order of values: S3 lipid droplet | S3 lipid droplet cell count max
CCOc1ccc(-c2nnc(-c3ccncc3)o2)cc1 is listed as -25% | 1
C=CCSc1nnc(N2C(=O)C(O)=C(C(=O)c3ccco3)C2c2ccc(F)cc2)s1 (stereo unspecified) is listed as -13% | .
Cc1ccsc1C(=O)OCC(=O)N1CC(=O)Nc2ccccc21 is listed as 12% | 0

Further records.
SMILES	S3 lipid droplet	S3 lipid droplet cell count max
CCN(CC)c1ccc(/C=N/N2CCN(Cc3ccccc3)CC2)c(O)c1	?	.
CCN(CC)c1c([N+](=O)[O-])ncn1C	?	.
COc1ccccc1C1NC(=O)CS1 (stereo unspecified)	8%	-20
N#C/C(=C/c1cn[nH]c1-c1cccc(Br)c1)C(=O)O	-2%	28
O=C(CCNC(=O)Cn1ccc2ccccc2c1=O)NCCc1ccccc1Cl	?	.
CN(C)S(=O)(=O)c1ccc(C(=O)OCCn2cnc3c2c(=O)n(C)c(=O)n3C)cc1	?	.
Clc1cc(Br)ccc1OCCCNCc1ccccc1	?	.
Cn1c(C(=O)N2CCCC(Nc3ccc(F)cc3)C2)cc2ccccc21 (stereo unspecified)	?	.
CCn1cc(C(=O)N2CC(C)CC(C)C2)c(=O)c2cc(S(=O)(=O)N3CCCC3)ccc21 (stereo unspecified)	?	.
COc1cc(C(=O)Nc2ccc(N3CCOCC3)cc2)ccc1OCc1c(C)noc1C	15%	0
O=C(OC1Cn2c(=O)ccc(=O)n2C1)c1ccc([N+](=O)[O-])cc1	-42%	-24
O=C(Cn1nnc(-c2cccs2)n1)N1CCOCC1	5%	17
COc1ccc(N2CC(C(=O)N/N=C/c3ccc([N+](=O)[O-])cc3)CC2=O)cc1 (stereo unspecified)	11%	.
O=[N+]([O-])c1cccc(S(=O)(=O)Nc2cccc(-c3ccc(N4CCOCC4)nn3)c2)c1	?	.
O=c1cc(-c2ccccc2Cl)oc2cc(O)cc(O)c12	?	.
O=C(COc1ccc(Br)cc1Br)NC(=O)NC1CCCC1	?	.
COc1ccc(-c2ccc3c(c2)c(-c2cccs2)c(-c2cc(OC)cc(OC)c2)n3C)cc1	?	.
COC(=O)C1CCN(C(=O)COC(=O)c2cccc(NS(=O)(=O)c3ccccc3)c2)CC1	?	.
CCN(CC)S(=O)(=O)c1ccc2c(c1)c(=O)c(C(=O)NCCc1ccccc1)cn2C	-12%	-13
O=C(Cn1c(=O)[nH]c2ccccc2c1=O)N1CCN(c2cccc(Cl)c2)CC1	?	.
O=C(CCN1C(=O)C2C3C=CC(C3)C2C1=O)Nc1ccccc1F (stereo unspecified)	?	.
Cc1cc(Nc2nc(Cl)c(Cl)cc2Cl)n(-c2ccccc2)n1	22%	-3
Cc1nn(-c2ccc(Cl)c(Cl)c2)c(=O)c2ccccc12	0%	-8
CCOc1ccccc1NC(=O)Nc1cc(S(=O)(=O)N(C)C)ccc1C	?	.
COc1ccc(S(=O)(=O)NC2CCCC2)cc1Cl	-23%	.
CCOc1ccc(/C=C(\C#N)C(=O)Nc2cccnc2)cc1	?	.
COc1cc(C(=O)COC(=O)c2cc([N+](=O)[O-])ccc2N2CCOCC2)ccc1OC(F)F	?	.
CC1(CCc2ccc(O)cc2)NC(=O)NC1=O (stereo unspecified)	?	.
Cc1ccc(F)c(Cn2cnc3c(cnn3C(C)(C)C)c2=O)c1Cl	?	.
COC(=O)c1ccc2c(c1)S(=O)(=O)NC(=NCCCN1CCOCC1)S2	4%	1
N#CC1=C(N)N(c2ccccc2)C2=C(C(=O)CCC2)C1c1cccs1 (stereo unspecified)	?	.
COc1cc2c(cc1OC)C(c1cccs1)N(C(=S)NC(C)C)CC2 (stereo unspecified)	2%	5
O=C(C1CCCN(S(=O)(=O)c2cc(Cl)ccc2Cl)C1)N1CCOCC1 (stereo unspecified)	?	.
COC(=O)c1ccccc1NS(=O)(=O)c1ccc2[nH]c(=O)[nH]c2c1	?	.
Cc1ccc(NC(=O)CCC(=O)n2nc(C)cc2C)c(C)c1	18µM*	.
O=C(NC1CCS(=O)(=O)C1)Oc1ccccc1 (stereo unspecified)	?	.
Cc1ccccc1NS(=O)(=O)c1ccc(C(=O)N2CCCCCCC2)cc1	?	.
COc1ccc(-c2cccc(C3CC=CC4C3C(=O)N(Cc3ccccc3)C4c3ccc(OC)c(Cl)c3)c2)cc1 (stereo unspecified)	?	.
O=C(CSc1nc2ccccc2c(=O)n1CCCN1CCOCC1)c1c[nH]c2ccccc12	?	.
CC(C)Cc1cc(C(=O)Nc2ccc3c(c2)OCO3)no1	i	.
Cc1ncc([N+](=O)[O-])n1CCOC(=O)c1ccc(Cl)cc1Cl	0%	2
COc1cc(C(C)=O)ccc1Oc1ncccn1	i	-19
Cc1ccc(NC(=O)CCCSc2ccccc2)cc1S(=O)(=O)N1CCOCC1	?	.
CC(C)Cc1nnc(NC(=O)Cc2ccccc2[N+](=O)[O-])s1	20%	3
Cc1ccc2[nH]c(=O)c(CN(CCO)Cc3nnnn3CCc3ccccc3)cc2c1	?	.
CN1CCCC(C(=O)C(C#N)c2ccccc2)C1 (stereo unspecified)	29µM*	-22*
COc1ccc(/C=N/NC(=O)Cn2cnc3c2c(=O)n(C)c(=O)n3C)c(OC)c1OC	?	.
COc1ccc(C(=O)N2CCN(CCCc3ccccc3)CC2)cc1OC	13%	.
CC(C)Oc1ccc(S(=O)(=O)N2CCCCC2)cc1NC(=O)CN1C(=O)NC(C)(C2CC2)C1=O (stereo unspecified)	8%	7
CNS(=O)(=O)c1cccc(C(=O)OCC(=O)c2cc(C)n(-c3ccc4c(c3)OCO4)c2C)c1	?	.
Cc1ccc(C2=NS(=O)(=O)N(C)C(C(=O)N3CCCCC3)=C2)cc1	-6%	-15
Cc1cc(OCC(=O)N(C(C)C)C(C)C)ccc1Cl	-2%	19
COc1ccc2nc(N3C(=O)C(O)=C(C(=O)c4ccco4)C3c3ccc(C)o3)sc2c1 (stereo unspecified)	?	.
CC(Oc1ccc(Cl)cc1Cl)c1nc(-c2ccc(NC(=O)c3cccnc3)cc2)no1 (stereo unspecified)	?	.
O=C(NCc1cccnc1)C(C(=O)c1ccc(F)cc1)n1ccccc1=O (stereo unspecified)	i	1
Cn1c(Cn2c(=O)sc3ccccc32)nnc1SCC(=O)NC1CCCCC1	-10%	-11
O=C(CCC(=O)Nc1ccc(F)cc1)N/N=C/c1ccccc1O	?	.
Cn1nnc2cc(C(=O)N3CCN(c4ccccc4)CC3)ccc21	i	.
CCOc1cc2[nH]c(=S)n(CC3CCCO3)c(=O)c2cc1OCC (stereo unspecified)	?	.
CN1CCN(c2ccccc2NC(=O)c2cc3c(s2)-c2ccccc2OC3)CC1	6%	15
Later entries.
SMILES	S3 lipid droplet	S3 lipid droplet cell count max
COc1ccc(S(=O)(=O)N2CCN3CCCC3C2)cc1 (stereo unspecified)	?	.
O=[N+]([O-])c1cc(Cl)ccc1N1CCN(c2cccc(C(F)(F)F)c2)CC1	?	.
CCC(=O)c1ccc(OCC(=O)OCC(=O)N2CCN(c3ccc(OC)cc3)CC2)cc1	?	.
CN(c1ccccc1)c1nc(N2CCCC2)nc(-n2ccnc2)n1	i	.
c1ccc(CNC2=NCCC2)nc1	?	.
CNC(=S)Nc1cccc2[nH]ncc12	?	.

Compounds above that contain bromine:
SMILES	S3 lipid droplet	S3 lipid droplet cell count max
O=C1c2ccccc2C(=O)N1CCOc1ccccc1Br	5%	10
N#C/C(=C/c1cn[nH]c1-c1cccc(Br)c1)C(=O)O	-2%	28
Clc1cc(Br)ccc1OCCCNCc1ccccc1	?	.
O=C(COc1ccc(Br)cc1Br)NC(=O)NC1CCCC1	?	.
